# From PubChem
# M. tuberculosis HTS – M. tuberculosis growth inhibition, HTS (AID 449762); M. tuberculosis H37Rv growth inhibition, 7H9 media; higher % means a stronger effect; one-dose inhibition, % at 25 µM; IC50 in µM for titrated hits; 0.59% of 330,000 active; in the data active = a potency from the dose series; inconclusive = inhibition above about 70% without an active follow-up result;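 also: bacterial growth assessed after seven days of incubation; strong numbers were not always called active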
# VEEV TC-83 Vero – inhibitors of VEEV TC-83 cytopathic effect, confirmation, Vero cells (AID 588727). Vero cells, VEEV TC-83 cytopathic effect inhibition; higher % means a stronger effect. inhibition, % at 20 µM, or IC50 in µM where a hit was titrated. 0.13% of 350,000 active; in the data active = a potency from the dose series; inconclusive = inhibition mostly from about 14% at the one dose, without a potency; inactive = the rest, 99 in 100 with inhibition below about 12%; also: strong numbers were not always called active
# Salmonella PhoP GFP – Inhibition of PhoP regulon, Salmonella typhi GFP reporter cells, confirmation, 4 h (AID 1850). Salmonella Typhi PhoP-promoter GFP reporter, fluorescence, 4 h; higher % means a stronger effect. inhibition, % at 50 µM; hits with a dose series show IC50 in µM. 0.33% of 310,000 active; in the data active = a potency from the dose series; inconclusive = inhibition mostly from about 25% at the one dose, without a potency; inactive = the rest, 99 in 100 with inhibition below about 19%;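 also: 0% = induced wells with vehicle and 100% = uninduced wells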
# influenza NS1A – NS1A inhibition, H1N1 influenza, cell based functional assay (AID 504329). NS1A functional cell-based assay, percent inhibition; higher % means a stronger effect. 0.3% of 340,000 active. one-dose inhibition, % at 12.5 µM; IC50 in µM for titrated hits; in the data active = a potency from the dose series; inconclusive = inhibition above about 27% without an active follow-up result; also: strong numbers were not always called active
# tuberculosis growth – growth inhibition of non-replicating M. tuberculosis (AID 488890); Mycobacterium tuberculosis non-replicating, growth inhibition; higher % means a stronger effect; one-dose inhibition, % at 25 µM; IC50 in µM for titrated hits; 0.39% of 320,000 active; in the data active = a potency from the dose series; inconclusive = inhibition mostly from about 82% at the one dose, without a potency; inactive = the rest, 99 in 100 with inhibition below about 76%;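 also: plate controls were DMSO cells for no effect and high antibiotic wells for full effect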
# VEEV TC-83 Vero 10K pilot screen – also measured in VEEV TC-83 Vero; calls as there; inhibition, %; measured here: 10K pilot screen inhibition
# Active calls of the source: *; i = inactive; ? = inconclusive; . = not tested or not shown.
SMILES,M. tuberculosis HTS,VEEV TC-83 Vero,Salmonella PhoP GFP,influenza NS1A,tuberculosis growth,others
N=c1occ(C(=O)c2cc(F)ccc2O)cc1C(=O)NC1CCCCC1,42%,2.8%,2%,0%,10%,
Nc1cc(=O)[nH]c(SCC(=O)Nc2ccc(Br)cc2)n1,-8%,0.6%,-10%,22%,9%,
Cc1ccc(C)c(N2CCN(Cc3nnnn3C3CCCCC3)CC2)c1,16%,i,0%,-10%,31%,
CCc1ccc(NC(=O)c2cc(-c3ccc(OC)cc3)on2)cc1,-5%,6.4%,-2%,3%,35%,
CCOC(=O)C1C(=O)CC(C)(O)C(C(=O)OCC)C1c1ccc2c(c1)OCO2 (configuration not stated),-7%,0.8%,-13%,25%,-6%,
Cc1cc(C)c(S(=O)(=O)Cc2ccc(Cl)cc2)c(=O)[nH]1,-5%,i,-2%,-17%,-8%,
CCOC(=O)c1nc2sc3c(c2c(=O)n1C(C)C(=O)OCC)CCCC3 (configuration not stated),53%,1.9%,11%,-9%,?,
Cc1cccc(C(=O)NCCNC(=O)c2cnccn2)c1,5%,1.9%,-31%,3%,-14%,
O=C(O)C1=CC[C@@H](c2ccc(Cl)cc2)N(S(=O)(=O)c2ccc(Cl)cc2)C1,2%,i,2%,-6%,21%,
CC1=NN(C(=O)CSCc2ccccc2)C(O)(c2ccccc2)C1 (configuration not stated),3%,0.8%,1%,4%,?,
Cc1cc(C(=O)Nc2ccc([N+](=O)[O-])cn2)cs1,9%,0.1%,-2%,-9%,54%,
COc1cc(CNc2ccc3[nH]c(=O)[nH]c3c2)cc(Br)c1OCc1ccccc1F,7%,i,-17%,-5%,22%,
O=C(COC(=O)c1n[nH]c2ccccc12)Nc1ccc(S(=O)(=O)N2CCCC2)cc1,-13%,2.9%,-3%,-3%,5%,
CCn1c(C)c(C)c2cc(C(=O)N3CCN(c4cccc(C)c4C)CC3)ccc21,69%,1.0%,-4%,9%,34%,
CC1CCc2c(sc3nc(CSc4ncn[nH]4)[nH]c(=O)c23)C1 (configuration not stated),?,3.7%,0%,-7%,i,
COc1cc(NC(=O)c2ccc(C(C)(C)C)cc2)c(OC)cc1NC(=O)CN1CCCCC1,97%,3.3%,3%,7%,70%,
CC(=O)c1ccc(OCC(C)C)c(CC(C(N)=O)C(N)=O)c1,-15%,0.0%,5%,3%,-8%,
CC(Sc1nnc(-c2cccnc2)n1C)C(=O)N1CCOCC1 (configuration not stated),4%,i,8%,-1%,8%,
CCOc1nc2cnccc2n(CC(=O)Nc2cccc(C)c2C)c1=O,-2%,0.8%,1%,5%,7%,
COC(=O)c1cc(C(=O)Nc2cc(C)ccn2)cc([N+](=O)[O-])c1,-1%,7.2%,5%,-8%,-1%,
CC(=O)NCCC(=O)Nc1nc2ccc(Oc3ccccc3)cc2s1,7%,2.5%,12%,-5%,19%,
Cc1nn(C(C)C(=O)NCCCc2ccccc2)c(=O)c2cc3occc3n12 (configuration not stated),-5%,3.6%,3%,10%,7%,
C[C@@H](NC(=O)[C@@H]1Cc2ccccc2CN1)C(=O)NCC1CCCO1 (some centres not stated),4%,0.4%,25%,-7%,-7%,
Cc1ccccc1-c1nnn(CC(=O)Nc2cccc(S(N)(=O)=O)c2)n1,3%,0.4%,4%,8%,4%,
CC1=C(C(=O)N2CCCC(N3CCN(c4ccccc4C)CC3)C2)OCCO1 (configuration not stated),5%,0.4%,9%,0%,0%,

# Fetched one by one from above (4):
SMILES,M. tuberculosis HTS,VEEV TC-83 Vero,Salmonella PhoP GFP,influenza NS1A,tuberculosis growth,others
Nc1cc(=O)[nH]c(SCC(=O)Nc2ccc(Br)cc2)n1,-8%,0.6%,-10%,22%,9%,
CC(Sc1nnc(-c2cccnc2)n1C)C(=O)N1CCOCC1 (configuration not stated),4%,i,8%,-1%,8%,
COC(=O)c1cc(C(=O)Nc2cc(C)ccn2)cc([N+](=O)[O-])c1,-1%,7.2%,5%,-8%,-1%,
CCc1ccc(NC(=O)c2cc(-c3ccc(OC)cc3)on2)cc1,-5%,6.4%,-2%,3%,35%,

# Returning to the listing, starting two compounds before the break.
SMILES,M. tuberculosis HTS,VEEV TC-83 Vero,Salmonella PhoP GFP,influenza NS1A,tuberculosis growth,others
Cc1ccccc1-c1nnn(CC(=O)Nc2cccc(S(N)(=O)=O)c2)n1,3%,0.4%,4%,8%,4%,
CC1=C(C(=O)N2CCCC(N3CCN(c4ccccc4C)CC3)C2)OCCO1 (configuration not stated),5%,0.4%,9%,0%,0%,
CCOC(=O)c1c(C)n(C)c2ccc(OC(=O)c3ccc(N4C(=O)CCC4=O)cc3)cc12,0%,8.4%,-5%,-3%,26%,VEEV TC-83 Vero 10K pilot screen=3.0
Cc1ccc(S(=O)(=O)N[C@H](C(=O)NCC2CCC(C(=O)O)CC2)C(C)C)cc1 (some centres not stated),6%,i,1%,16%,-9%,
O=C(COc1ccc(Br)cc1)N1CCN(C2CCCC2)CC1,-4%,0.4%,11%,-4%,9%,
CCN(CC)c1ccc(N2C(=O)/C(=C/c3cccs3)SC2=S)cc1,7%,2.6%,4%,-2%,3%,
O=C(CSc1nc2ncc(Cl)cc2[nH]1)Nc1ccccc1-c1ccccc1,2%,2.3%,0%,-2%,11%,
O=C(Cc1ccc(Cl)cc1)c1c[nH]c(C(=O)NCc2cccnc2)c1,5%,i,-22%,-5%,21%,
O=C1c2ccccc2C(Nc2ccc(Cl)cn2)N1c1ccccn1 (configuration not stated),-1%,2.4%,2%,-5%,36%,
COc1ccc(N2CCN(Cc3nc4c(c(=O)n(C)c(=O)n4C)n3Cc3ccccc3C)CC2)cc1,.,6.8%,.,-4%,.,
COc1cccc(C(=O)O/N=C(\N)c2ccc(C)cc2)c1,16%,9.2%,6%,3%,44%,
COc1cccc(CNC(=O)c2ccncc2)c1,-4%,1.8%,-1%,16%,3%,
N#CC1=C(N)C(C#N)(C#N)[C@H](c2ccncc2)[C@H]2CC3(CC=C12)OCCO3,-10%,i,-4%,5%,2%,
CCOC(=O)c1ccc(NC(=O)NCc2ccccc2)cc1,6%,i,1%,-6%,65%,
CCc1ccc(NC(=O)C2CC(=O)N=C(N)S2)cc1 (configuration not stated),-3%,1.0%,-3%,-5%,0%,
COc1cccc(NC(=O)[C@H](C)NC(=O)N2CCn3c2nc2ccccc23)c1,0%,5.8%,-11%,-7%,15%,
O=C(NCCS(=O)(=O)NCc1ccco1)c1ccccc1,-5%,0.4%,9%,-1%,-15%,
Cn1cccc1/C=C1\SC(=S)N(NC(=O)c2ccccc2O)C1=O,2%,1.9%,1%,0%,-3%,
O=C(COC(=O)c1cc([N+](=O)[O-])ccc1NCc1ccccc1)NCc1ccccc1Cl,-20%,0.9%,-6%,-3%,20%,
CCN1C(=O)CC(c2ccccc2)CC1=O,2%,0.6%,9%,9%,0%,
Cc1ccc(Cn2nc(C)c(NC(=O)CSc3nc4c(c(C(F)(F)F)n3)CCc3ccccc3-4)c2C)cc1,4%,0.5%,-11%,-7%,-2%,
Cc1ccc(N(CC(=O)NCc2ccccc2)C(=O)CCC(=O)Nc2ccccn2)cc1C,7%,3.1%,-4%,-5%,2%,
COc1ccc(N2C(=O)CC(N3CCN(S(=O)(=O)c4c(C)cc(C)cc4C)CC3)C2=O)cc1 (configuration not stated),-12%,1.7%,.,-5%,25%,
Cc1cc(C)nc(SCC(=O)Nc2ccc(S(=O)(=O)Nc3onc(C)c3C)cc2)n1,2%,0.5%,-12%,-8%,-11%,
Cn1c(O)c(/C=C2\C=NN=C2c2ccccc2)sc1=S,?,5.3%,6%,-5%,-23%,
COc1ccc(NC(=S)NCc2cccn2C)cc1,2%,1.2%,8%,8%,9%,
CC(=O)Nc1ccc(S(=O)(=O)NNC(=O)c2sc(=S)n(C)c2C)cc1,-3%,1.0%,-9%,13%,5%,

# The final 3 records of the part before come first, to join the parts.
SMILES,M. tuberculosis HTS,VEEV TC-83 Vero,Salmonella PhoP GFP,influenza NS1A,tuberculosis growth,others
Cn1c(O)c(/C=C2\C=NN=C2c2ccccc2)sc1=S,?,5.3%,6%,-5%,-23%,
COc1ccc(NC(=S)NCc2cccn2C)cc1,2%,1.2%,8%,8%,9%,
CC(=O)Nc1ccc(S(=O)(=O)NNC(=O)c2sc(=S)n(C)c2C)cc1,-3%,1.0%,-9%,13%,5%,
O=C(O)CCCn1cc(NC(=O)COc2cc(F)ccc2[N+](=O)[O-])cn1,-8%,0.6%,-6%,0%,2%,
CCOc1ccc(CNC(=O)c2ccc3nc(N4CCOCC4)sc3c2)cc1,4%,1.8%,-3%,-5%,19%,
COCCNC(=S)N/N=C/c1ccc([N+](=O)[O-])cc1,-4%,0.1%,2%,4%,2%,
COCCCNC(=S)Nc1ccc(OC(F)F)cc1C,3%,0.3%,-13%,-7%,2%,
Cc1cccn2c(=O)c3cc(C(=O)NCc4cccnc4)c(=N)n(C(C)C)c3nc12,2%,3.3%,-13%,-35%,-2%,
CCOC(=O)NC(=O)CSc1nc2ccccc2[nH]1,-6%,i,5%,-9%,9%,
C=CCC1(CC=C)CCCN1C(=O)C1CCC(=O)N(CCc2ccc(Cl)cc2)C1 (configuration not stated),5%,2.1%,1%,6%,22%,
O=[N+]([O-])c1cc(Br)c(Nc2ccccc2)c([N+](=O)[O-])c1,?,13%,5%,5%,?,
COC(=O)c1c(NC(=O)CC2SC(N)=NC2=O)sc2c1CCCC2 (configuration not stated),-10%,i,8%,-10%,-7%,
CC(=O)Nc1ccc(-c2sc(Nc3ccccc3)n[n+]2C)cc1,-2%,1.6%,15%,-46%,-1%,
CCCCc1cc(=O)oc2cc(O)ccc12,93%,8.3%,3%,-8%,9%,
O=C(c1ccc(N2CCN(C(=O)c3cccc(F)c3)CC2)cc1)c1cccc(F)c1,59%,4.3%,-2%,-6%,44%,
COc1ccc(C(CC(=O)O)NC(=O)c2ccccc2)cc1OC (configuration not stated),-3%,2.0%,-7%,3%,-21%,
Cc1cc(C(=O)CSc2nc3ccccc3[nH]2)c(C)n1Cc1ccco1,-2%,i,6%,-4%,34%,
CC(C)c1nc(CN(C)C(=O)N[C@H](C(=O)N[C@@H](Cc2ccccc2)C[C@H](O)[C@H](Cc2ccccc2)NC(=O)OCc2cncs2)C(C)C)cs1,62%,.,-6%,.,16%,
Cc1nc(-c2ccc(C(=O)N3CCCC3)cc2)cs1,2%,i,-4%,-1%,2%,
COc1ccccc1CNC(=O)CN1C(=O)COc2ccc(S(=O)(=O)NC3CCCC3)cc21,-1%,0.7%,2%,-6%,6%,
CCC(CC)C(=O)Nc1ccc(Nc2ccccc2)cc1,12%,2.7%,0%,-3%,37%,
CCn1cc(/C=N/N=C2\CCC3C4CCc5cc(O)ccc5C4CC[C@]23C)c(C)n1 (some centres not stated),0%,9.4%,0%,9%,20%,
Cc1ccccc1C(=O)N1CC(=O)Nc2ccc(F)cc2C1c1ccc(F)cc1 (configuration not stated),12%,i,-2%,0%,3%,
COc1cc(/C=C2\SC(=S)N(NC(=O)c3cccnc3)C2=O)ccc1O,-7%,0.3%,3%,2%,-10%,
COCCN1Cc2cccc(C(=O)Nc3ccc(C)c(C)c3)c2C1=O,8%,2.1%,1%,16%,61%,
O=C(NCCN1CCCC1)c1ccc(Br)cc1,-4%,0.7%,0%,-6%,-1%,
CCCn1c(CN2CCCCC2CC)nc2c1c(=O)n(C)c(=O)n2C (configuration not stated),-2%,0.3%,-5%,-10%,-21%,
O=C(CCC(=O)N(c1ccc(F)cc1)C(C(=O)NC1CCCC1)c1ccncc1)Nc1cccnc1 (configuration not stated),-10%,2.4%,-3%,-12%,13%,

# (listing goes on)
SMILES,M. tuberculosis HTS,VEEV TC-83 Vero,Salmonella PhoP GFP,influenza NS1A,tuberculosis growth,others
O=C(O)CCn1c(=S)n(CCC(=O)O)c2ccccc21,-6%,2.1%,3%,2%,-5%,
CCOC(=O)c1sc2nc(CC(=O)OC)nc(N3CCN(c4ccc(OC)cc4)CC3)c2c1C,6%,1.3%,-7%,8%,23%,
CCN1C[C@@H]2[C@@H]3C(=O)N(Cc4ccccc4)C(=O)[C@@H]3[C@](CC)(C(=O)OC)N2C1=NC,.,i,.,5%,.,
COc1ccc(C2=C(CC(=O)O)C(=O)CC2)cc1,15%,1.3%,4%,-10%,8%,
O=C1N(c2ccccc2)C(c2ccccc2)C12CCCCC2 (configuration not stated),.,1.4%,.,22%,.,
CC(C)N1CCC(N2CCN(C3CCCCCC3)CC2CCO)CC1 (configuration not stated),-2%,i,-4%,5%,-9%,
Cc1ccc(CNC(=O)c2cc(-c3ccccc3)nn2Cc2cc(C)no2)cc1,-8%,i,-2%,1%,-7%,VEEV TC-83 Vero 10K pilot screen=0.0

# This is a random part of the collection; overall some 1.4% were active at least once.
